aSyn 5UTR inh = MLPCN primary screen, SNCA 5' untranslated region; AID 1813, 2009; inhibition, % (tested at 7.5 µM); 0.82% of 300,000 active; alpha-synuclein 5'UTR reporter, inhibitor activity; in the data active means inhibition above about 60%; inconclusive means no clear call, values can overlap the other calls;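 further: H4 neuroglioblastoma cells stably carrying SNCA 5'UTR luciferase fusion; 0% = DMSO wells and 100% = positive control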
KLF5 inhibitor = KLF5 expression inhibitors, primary screen, DLD-1 cells, luminescence. DLD-1 KLF5 promoter-luciferase reporter. inhibition, % at 5 µM. AID 1700, 2009. 0.23% of 290,000 active;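 active means inhibition above a per-plate limit of that plate's mean compound inhibition plus 3 SD, cut at about 60% in these data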;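 further: 0% = DMSO wells and 100% = LY294002 at 200 µM; higher means less KLF5 promoter-driven luciferase light; inactives centre near -14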
HSF-1 act = HSF-1 activators, primary screen, NIH3T3-HGL cells, MG132 stress, luminescence, single point. NIH3T3-HGL HSF-1 luciferase reporter, 8 h; 100% = twice DMSO control signal. activation, % at 9 µM. 1.7% of 300,000 active. AID 504408, 2011;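 active means mean replicate activation of at least 50% with a set share of replicates each reaching 50%; inconclusive means only one of those two conditions met; inactive means mean below 50% and too few replicates reaching it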;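 further: 0% = median of the neutral control wells and 100% = twice that signal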
HSP90 inh = HSP90 inhibitors, primary screen, cell lysate, luminescence; Heat shock protein HSP 90 (rabbit reticulocyte lysate; luciferase refolding); Rabbit reticulocyte lysate, luciferase refolding luminescence, 3 h; inhibition, % at 5.6 µM; 0.91% of 290,000 active;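 active means inhibition above the screen-wide mean plus 3 SD, computed separately per campaign, cut at about 16% in these data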;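 further: 0% = DMSO wells and 100% = 60 µM geldanamycin wells; inhibitors lower the luminescence because luciferase stays unfolded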
GSK3beta inhib = human GSK3beta kinase inhibitors, primary screen, biochemical, cell-free homogeneous, HTS; Glycogen synthase kinase-3 beta (Homo sapiens), P49841; GST-GSK3beta kinase, ADP-Glo luminescence, 60 min; stronger effect = lower value; activity score (negative = inhibition), % at 10 µM; 0.038% of 300,000 active; AID 2097, 2009;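 active means more than half of replicate wells score below -50%, meaning over 50% inhibition versus plate controls; inconclusive means some replicates but at most half score below -50%; inactive means no replicate scores below -50%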;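 further: 0% = median DMSO wells and -100% = median GW8510 positive control wells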
Target sequence (P49841 whole entry, looked up): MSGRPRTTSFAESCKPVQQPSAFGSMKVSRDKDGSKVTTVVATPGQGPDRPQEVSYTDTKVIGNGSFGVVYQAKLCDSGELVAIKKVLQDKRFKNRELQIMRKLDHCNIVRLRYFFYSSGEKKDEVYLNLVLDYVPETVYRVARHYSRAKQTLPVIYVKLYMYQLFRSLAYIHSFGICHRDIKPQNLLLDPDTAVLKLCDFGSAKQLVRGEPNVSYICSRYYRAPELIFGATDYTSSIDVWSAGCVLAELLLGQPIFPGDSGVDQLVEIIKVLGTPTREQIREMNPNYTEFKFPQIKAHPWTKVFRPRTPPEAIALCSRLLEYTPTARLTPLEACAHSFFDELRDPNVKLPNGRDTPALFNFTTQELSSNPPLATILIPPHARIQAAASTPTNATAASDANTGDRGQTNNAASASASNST
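Assay system: GST-fused GSK3beta enzyme, cell-free / Medium: Tris pH 7.5 buffer with MgCl2, DTT, BSA, heparin / Also added: peptide substrate plus 25 µM ATP (final) / Compound: 10 µM single point / Timing: kinase reaction with compound 60 min at room temperature / Detection: ADP-Glo luminescence / Benchmarks: DMSO neutral wells and GW8510 at 20 µM as positive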
IEC-6 tox = cytotoxicity in IEC-6 intestinal epithelial cells, primary screen, cytotoxicity control for KLF5 inhibitor project, cell-based, luminescence | inhibition, % at 5 µM | AID 1825, 2009 | 0.78% of 290,000 active | IEC-6 cytotoxicity, luminescence viability; in the data active means inhibition above about 22%;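 further: 0% = plate median of test compound wells and 100% = cytotoxic reference compound wells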
GSK3 alpha inh = blockers of GSK3A enzyme activity – biochemical, luminescence, cell-free homogeneous, HTS, primary screen. Glycogen synthase kinase-3 alpha (Homo sapiens), P49840. 0.1% of 320,000 active. GSK-3 alpha kinase, ADP-Glo luminescence, 60 min. inhibition, % at 10 µM;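 in the data active means inhibition above about 50%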;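 further: GST-tagged GSK-3 alpha with peptide substrate and 25 µM ATP; 0% = DMSO neutral wells and 100% = GW8510 positive control wells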
Target sequence (P49840 whole entry, looked up): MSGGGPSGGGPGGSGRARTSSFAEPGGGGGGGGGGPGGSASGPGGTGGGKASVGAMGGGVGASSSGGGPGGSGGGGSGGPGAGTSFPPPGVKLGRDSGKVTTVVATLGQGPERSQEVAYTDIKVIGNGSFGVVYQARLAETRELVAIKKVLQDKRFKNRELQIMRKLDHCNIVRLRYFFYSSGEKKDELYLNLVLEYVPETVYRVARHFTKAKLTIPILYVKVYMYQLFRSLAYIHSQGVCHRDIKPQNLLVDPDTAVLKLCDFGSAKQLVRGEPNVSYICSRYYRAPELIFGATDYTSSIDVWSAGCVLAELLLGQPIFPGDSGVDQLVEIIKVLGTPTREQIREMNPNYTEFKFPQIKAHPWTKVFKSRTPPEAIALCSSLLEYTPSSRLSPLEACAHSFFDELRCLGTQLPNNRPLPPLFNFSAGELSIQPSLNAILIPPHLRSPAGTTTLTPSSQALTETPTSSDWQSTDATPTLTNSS
HSF1 inhib = HSF1 inhibitors in luciferase reporter cells, primary screen, cell-based, NIH3T3, luminescence; activity change, negative = inhibition, % at 7.5 µM (by protocol); AID 2098, 2009; 0.77% of 300,000 active; NIH3T3-HGL HSE-luciferase, MG132-induced, luminescence 8 h; stronger effect = lower value;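 active means more than half of replicate wells show activity change below -50%, luminescence cut by over half; inconclusive means some wells, but at most half, below -50%; inactive means no replicate well below -50%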;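 further: luciferase reports HSF-1 transcriptional activity via heat shock element; 0% = median of DMSO wells and -100% = zero luminescence signal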
AI-2 QS modul = Vibrio harveyi AI-2 quorum sensing modulators, primary screen, JMH597 strain, luminescence/OD600 ratio; Vibrio harveyi JMH597 AI-2 luminescence/OD600 ratio, 9 h; stronger effect = lower value; strain lacks LuxN and CqsS sensors; 0 = neutral-control median; activity change, % at 7.5 µM; 0.4% of 300,000 active; in the data active means activity change below about -75%, passing the limit was not always enough; inconclusive means no clear call, values can overlap the other calls;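 further: luminescence divided by OD600 gain over 9 h not by final OD600 alone; inactives centre near 13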
PolyA inh = polyadenylation inhibitors in yeast reporter cells, primary screen, luminescence, S. cerevisiae. calls only at 12 µM. S. cerevisiae SKY197-pL101 polyadenylation reporter, beta-gal luminescence; efflux-impaired pdr1/pdr3 knockout yeast; score 100 = 6 SD above DMSO. 0.02% of 300,000 active. AID 1875, 2009;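 active means lowest replicate activity score at least 50, where 100 means six control SD above control mean; inconclusive means lowest score under 50 but half or more replicates reach 50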;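 further: yeast exposed to compound for 9 h at 30 °C; higher score means more reporter readthrough which indicates perturbed polyadenylation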
An asterisk follows results filed as active; i = inactive; ? = inconclusive; nt = no result given. A portion of the library. The share of hits here may be higher or lower than overall.

smiles	aSyn 5UTR inh	KLF5 inhibitor	HSF-1 act	HSP90 inh	GSK3beta inhib	IEC-6 tox	GSK3 alpha inh	HSF1 inhib	AI-2 QS modul	PolyA inh
Cc1[nH]nc(SCC(=O)N2CCC(C)CC2)c1[N+](=O)[O-]	10	-33	-9	1	1	1	-3	-3	16	i
COc1ccc(-c2c(NC(=O)CC(C)C)n(C)c3ccccc3c2=O)cc1OC	-10	-35	1	4	-7	5	-1	-7	1	i
O=C1COc2ccc(C(=O)COc3ccc([N+](=O)[O-])cc3)cc2N1	-2	-30	-2	-2	-15	8	-3	1	6	i
Cc1ccc(S(=O)(=O)NCCC(=O)Nc2ccc(C)cc2C(=O)c2ccccc2)cc1	12	10	44	-1	2	4	-2	12	-7	i
COC(=O)c1ccc(NCN2C(=O)C3C4CCC(C4)C3C2=O)cc1 (stereo unspecified)	-11	-28	19	0	4	1	nt	14	13	i
COc1ccc(Nc2oc(-c3cccs3)nc2C#N)cc1	-171	-114	-1	-3	0	-11	7	8	2	i
O=[N+]([O-])/C(=C\Nc1ccc(F)cc1F)S(=O)(=O)c1ccccc1	2	-17	14	2	-2	1	-1	4	12	i
CCC(C#CCN1CCCCC1)(CC)OCCC#N	1	-16	18	0	-4	-6	0	-1	1	i
CCOC(=O)c1c(-c2ccc(-c3ccccc3)cc2)csc1NC(=O)CCC(=O)O	12	4	0	3	0	-5	0	4	26	i
Cc1cc(C(F)F)n2nc(C(=O)Nc3ccc(S(=O)(=O)N4CCCCCC4)cc3)nc2n1	20	2	-10	4	2	1	-3	-4	52	i
COc1ccc(CCNC(=O)CSc2nnc(Cc3csc(N)n3)n2C)cc1OC	5	-42	5	-6	0	-6	-2	2	15	i
CCc1nc2ccc(C(=O)N3CCN(c4cccc(Cl)c4)CC3)cc2nc1CC	7	-16	-6	-1	3	-3	-4	0	7	i
CC(CCc1ccccc1)NC(=O)Cc1ccc([N+](=O)[O-])cc1 (stereo unspecified)	8	-26	-20	-5	-1	-4	0	0	22	i
O=C(CSc1nnnn1-c1ccc(C(=O)O)cc1)NC1CC1	12	-13	-12	-1	1	2	-2	-8	24	i
CCCS(=O)(=O)N1CCN(C(=O)COc2ccc(OC)cc2)CC1	25	-38	16	2	4	0	-1	2	4	nt
O=C(NC(=O)N1CCN(c2ccccc2F)CC1)c1ccccc1	-27	-26	32	2	-2	1	1	-5	-25	i
O=C(NNC(=O)c1ccc([N+](=O)[O-])cc1)c1ccc(F)cc1	-11	nt	0	nt	0	nt	-3	-1	2	i
CN(CC(=O)Nc1cccc2ccccc12)c1ccc(S(=O)(=O)N2CCOCC2)cn1	11	2	-15	1	-4	-3	1	0	-7	i
Cc1ccc(NC(=S)NC(=O)c2ccc(-c3ccccc3)cc2)cc1	4	3	-7	-2	-21	-3	-1	4	12	i
Cc1ccc(S(=O)(=O)N2CCC(C(=O)Nc3nnc(-c4ccc(F)cc4)s3)CC2)cc1	17	-16	36	0	1	4	2	6	30	i
Cc1nc(NCc2ccccc2)c2cc[nH]c2n1	21	-27	-6	-1	5	3	1	-8	9	i
COc1ccc(Cl)cc1NC(=O)CCc1nnc2ccc(N3CCN(C)CC3)nn12	-13	10	31	-2	2	8	-1	3	1	i
COc1ccc(/C(C#N)=C/c2c(-c3ccc(Cl)cc3)nc3c(C)cccn23)cc1	26	-3	-5	4	2	7	-1	-4	27	i
O=C(Nc1ccc2c(c1)OCO2)C1CC(=O)N(CCc2ccccc2)C1 (stereo unspecified)	-21	-16	-11	-1	6	4	0	-4	-2	i
COc1ccc(CCNC(=O)COC(=O)c2cc(S(=O)(=O)NCc3ccccc3)ccc2O)cc1OC	12	-29	4	-3	4	1	-2	7	8	i
Cc1ccc(NS(=O)(=O)c2cc([N+](=O)[O-])ccc2NNC(=S)Nc2cc(C)ccc2C)c(C)c1	8	15	24	3	0	2	2	3	21	i
CC(=O)Nc1ccc(S(=O)(=O)NCC(=O)OCC(=O)N2CCN(c3ccccc3)CC2)cc1	-3	-7	16	2	1	0	-1	17	-3	i
CCC(C)NS(=O)(=O)c1ccc(S(=O)(=O)N2CCCC3(CCCCC3)C2)cc1 (stereo unspecified)	32	-16	-2	-3	-2	-1	-4	2	24	i
CCOc1cc(-c2cc(-c3ccc(N)cc3)nc(N)c2C#N)ccc1O	19	-17	-18	0	-3	3	3	1	21	i
O=C(c1ccco1)N1CCN(c2nc3ccccc3n3nnnc23)CC1	nt	15	nt	-1	0	-6	5	nt	17	nt
O=C(CSc1nnc(CNC(=O)c2ccccc2)o1)NCC1CCCO1 (stereo unspecified)	9	-47	-9	-3	0	0	1	-8	10	i
Cc1cc(NC(=O)COC(=O)c2oc3c(ccc4ccccc43)c2C)no1	18	-2	-4	1	3	4	0	0	23	i
O=c1c2c(nc3cc(-c4ccccc4)[nH]n13)CCS2	-99	-25	9	-7	2	-2	1	-5	12	i
CC(=O)Nc1ccc(SCC(=O)O)cc1	-4	-10	21	-2	3	-4	-1	-9	34	i
O=C(/C=C/c1cccc(Cl)c1)Nc1ccncc1	-112	-35	2	-1	5	7	-1	4	15	i
CC(C)n1c(O)c(N=NC(=O)Cn2ccc(C(F)(F)F)n2)c2ccccc21	-13	-5	3	0	12	3	0	4	-2	i
CCCc1cc(=O)oc2cc(OCC(=O)NCCCn3ccnc3)c(Cl)cc12	-10	-37	-11	-5	-2	-3	-1	-6	nt	i
COCCN(CC(=O)Nc1cccc(C)c1)S(=O)(=O)c1ccc(S(=O)(=O)N2CCCC2)cc1	-3	-11	14	6	1	-2	1	10	21	i
COc1ccc(OCCCc2c(C)n[nH]c2C)cc1	-8	-10	-20	-2	-7	-7	1	-6	17	i
COc1ccc(C(=O)NNc2ccccc2)cc1OC	30	-6	11	1	1	2	0	-1	19	nt
CC12CCC(=O)N1C(C(=O)NCCN1C(=O)S/C(=C\c3ccc(F)cc3)C1=O)CS2 (stereo unspecified)	3	nt	1	nt	2	nt	2	6	23	i
Cc1nc2ncnn2c(C)c1Cc1ccc(Cl)cc1	20	-9	-15	-4	3	3	-1	-15	6	i
O=C1CCN(S(=O)(=O)c2ccc(Cl)cc2)CC1	5	-9	0	-1	3	2	2	-9	8	i
Cc1ccc(OCC(=O)NC2CCCCCC2)cc1C	-39	-30	19	0	0	1	0	13	4	i
COc1ccc(Nc2c(-c3ccco3)nc3cccc(C)n23)cc1	-1	-3	27	-7	2	-2	-4	14	24	i
CCCCc1cc(C)c(S(=O)(=O)c2ccccc2C)c(=O)[nH]1	4	-4	12	3	-2	-1	-2	-16	7	i
CN1CCN(S(=O)(=O)c2cc([N+](=O)[O-])ccc2Cl)CC1	3	-2	4	2	-1	3	-2	-7	3	i
COc1cc(C)ccc1OCCOc1cc(C)ccc1Cl	-16	-8	12	2	-6	-6	-2	0	9	i
COc1ccc(-n2c(SCc3cn4c(C)cccc4n3)nc3ccccc3c2=O)cc1OC	-7	5	26	0	-1	3	-3	19	28	i
CC(=O)C1=C(O)C(=O)N(c2cc(C(C)(C)C)on2)C1c1ccc(Br)cc1 (stereo unspecified)	-22	-4	18	-1	3	9	-5	8	35	i
Cc1ccc(C(=O)NNC(=O)C(C)Oc2ccccc2F)cc1S(=O)(=O)N1CCOCC1 (stereo unspecified)	-3	nt	-20	nt	2	nt	-2	-4	22	i
Cc1cc(C)cc(NC(=O)/C(C#N)=C/c2cn(CC(=O)NCc3ccco3)c3ccccc23)c1	111*	-33	-8	1	1	0	10	-7	-3	i
CCC(C)c1ccccc1OCC(=O)NN1C(=O)c2ccccc2C1=O (stereo unspecified)	-12	-16	-4	0	-2	-3	-5	-2	33	i
O=C(CN1CCN(S(=O)(=O)c2ccc(Br)cc2)CC1)Nc1ccc(F)cc1F	-6	-31	-10	-4	-1	3	1	-1	19	i
c1ccc(-c2ncc(-c3ccn[nH]3)s2)cc1	-52	-223	53*	1	1	-6	-6	30	10	i
Cc1ccc(S(=O)(=O)c2c(C)nn(C(C)(C)C)c2OC(=O)C(C)(C)C)cc1	26	-15	5	-4	0	-6	5	0	22	i
Cc1ccc(NS(=O)(=O)c2ccc(CCC(=O)NCCO)cc2)cc1	24	-20	-6	0	2	1	-4	2	17	i
CCC(=O)N1N=C(c2ccc(C)o2)CC1c1ccc(OC)cc1 (stereo unspecified)	-13	2	19	2	-5	3	0	10	10	i
CC1CCCN(CCCNC(=O)c2cc3c(Cl)nc4ccccc4c3s2)C1 (stereo unspecified)	-21	15	3	2	0	13	5	-7	2	i
O=C(c1ccco1)N1CCN(c2ccc([N+](=O)[O-])cn2)CC1	11	-25	-9	1	4	-6	-4	-1	8	i

The listing continues.
smiles	aSyn 5UTR inh	KLF5 inhibitor	HSF-1 act	HSP90 inh	GSK3beta inhib	IEC-6 tox	GSK3 alpha inh	HSF1 inhib	AI-2 QS modul	PolyA inh
COC(=O)Cn1c(=NC(=O)C(C)(C)C)sc2c(C)cc(C)cc21	35	-3	-4	-1	0	0	2	-5	8	i
O=C(COC(=O)c1ccccc1SCC(=O)NC1CCCCC1)NC1CCCCC1	-5	-40	5	-2	3	1	0	-5	13	i
CCN=C1S/C(=C\c2ccc(OC)c(OCC)c2)C(=O)N1CC	21	-12	38	3	1	9	-1	10	1	i
COc1ccc(C(CC(=O)N2CCCC2)c2c(OC)cc(OC)c3c(-c4ccccc4)cc(=O)oc23)cc1 (stereo unspecified)	7	nt	-42	nt	-4	nt	2	?	9	i
O=C(CCCc1ccccc1)Nc1nncs1	6	-21	4	-3	1	-4	-2	-4	6	i
Cc1ccc(C2CC(c3cccs3)=NN2C(=O)CSC2=NN3CCCC(=O)N=C3S2)cc1 (stereo unspecified)	8	-3	2	0	0	7	-2	5	11	i

Compound activity as filed in PubChem.
